Source: PubChem
DTT redox prof – compounds producing H2O2 with reducing agent – biochemical, NIH compound library profiling, artefact control for MLSCN library redox annotation, primary screen | DTT-dependent redox cycling H2O2, phenol red/HRP absorbance; 100% = 100 µM peroxide control, 0% = buffer | activation, % at 10 µM | actives 0.03% (n = 200,000) | AID 878, 2007;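 active = activation of at least 50% relative to the plate's high and low controls in the primary single-dose screen; inactive = activation below 50%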;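 also: compound incubated with DTT at 0.8 mM final as the reducing agent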
HMGR II inh – inhibitors of E. faecalis class II HMGR, primary screen, biochemical, Enterococcus faecalis. purified E. faecalis HMGR, NADPH absorbance 340 nm kinetic. AID 1066, 2008. actives 0.41% (n = 190,000). inhibition, % at 10 µM. HMG-CoA reductase (Enterococcus faecalis, mvaE);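 active = inhibition above a set limit, the median over all tested compounds plus 3 SD, cut at about 9.5% in these data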;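 also: enzyme runs in reverse so mevalonate oxidation gives rising NADPH absorbance; 0% = complete reaction with DMSO and 100% = background rate lacking mevalonate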
NF-kB neuron act – activators of NF-kB expression in neurons, primary screen, cell-based, HTS; human neuronal cells, NF-kB reporter expression; hits give high values; fold change at 12.5 µM; actives 1.6% (n = 190,000); AID 1239, 2008; in the data active = fold change above about 3.3
STAT1 act – STAT1 signaling activators, primary screen, cell-based, HTS, luciferase reporter. AID 932, 2007. activation (% of control), % at 5.5 µM. NIH 3T3 STAT1-luciferase reporter, IFN-gamma, luminescence; 100% = IFN-gamma alone, no compound. actives 2.6% (n = 200,000);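 active = activation above the screen-wide mean activation plus 3 SD, cut at about 130% in these data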;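 also: raw ratio to IFN-gamma control signal so 100% means no change and 0% no light; values of inactives mirror those of a sister screen read the other way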
FLuc inhib CS – firefly luciferase enzyme inhibitors, primary screen, artefact control for luciferase-based inhibitor screens, biochemical, luminescence, ATPLite; 10 min; inhibition, % at 10 µM; actives 1.5% (n = 200,000); AID 1006, 2008;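 active = inhibition above about 50% when tested at 10 µM, limit read from the data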
Target sequence (P08659 whole entry, looked up): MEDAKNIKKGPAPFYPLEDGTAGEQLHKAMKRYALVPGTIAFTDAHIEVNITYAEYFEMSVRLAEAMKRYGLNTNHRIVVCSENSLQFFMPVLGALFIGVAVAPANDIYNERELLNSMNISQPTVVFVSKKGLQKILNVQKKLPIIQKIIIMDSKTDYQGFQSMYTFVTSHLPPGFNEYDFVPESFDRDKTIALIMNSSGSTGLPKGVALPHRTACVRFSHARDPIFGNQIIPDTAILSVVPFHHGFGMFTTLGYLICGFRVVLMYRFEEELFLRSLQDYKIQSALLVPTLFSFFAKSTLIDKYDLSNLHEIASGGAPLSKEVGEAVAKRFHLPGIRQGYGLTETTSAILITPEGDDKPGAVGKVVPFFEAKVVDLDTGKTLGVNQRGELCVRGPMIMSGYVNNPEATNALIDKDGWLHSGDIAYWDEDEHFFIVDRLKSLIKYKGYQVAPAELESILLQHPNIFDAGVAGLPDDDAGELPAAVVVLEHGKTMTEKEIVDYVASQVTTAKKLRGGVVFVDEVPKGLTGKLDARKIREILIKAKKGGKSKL
Hsp70 act – Hsp70 transcriptional activators, primary screen, cell-based, HeLa, Hsp70 promoter luciferase, luminescence, 10 µM | actives 0.04% (n = 200,000) | AID 1203, 2008 | activation, % at 10 µM | HeLa Hsp70 promoter luciferase reporter; scaled: vehicle 0, proteasome-inhibitor control 100%;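 active = activation above the mean across all tested compounds plus 3 SD, cutoff set per campaign, cut at about 5.5% in these data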;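 also: 100% = MG132 at 30 µM as the positive control and 0% = DMSO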
G6PDH CS – L. mesenteroides G6PDH inhibitors, counter-screen for G6PDH-coupled screening assays, biochemical, Leuconostoc mesenteroides enzyme | glucose-6-phosphate dehydrogenase [Leuconostoc mesenteroides] | Purified L. mesenteroides G6PDH, diaphorase/resazurin coupled fluorescence, 45 min | inhibition, % at 5 µM | actives 0.12% (n = 200,000) | AID 1020, 2008; in the data active = inhibition above about 50%
APP 5'UTR act – activators of APP 5'UTR luciferase reporter, primary screen, SH-SY5Y cells | SH-SY5Y APP 5'UTR luciferase reporter, luminescence; zero percent = DMSO vehicle wells | activation, % at 2 µM | actives 1% (n = 190,000);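 active = activation above a set limit, based on mean plus 3 SD of controls, cut at about 140% in these data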; also: values of inactives mirror those of a sister screen read the other way
FLuc stim CS – FLuc activators, initial screening, artefact control for FLuc-dependent activation tests, biochemical, ATPlite luminescence; Luciferin 4-monooxygenase (Photinus pyralis), P08659; ATPlite luciferase biochemical, 10 min; 0 = ATP-free wells, 1 = DMSO control; activation factor at 10 µM; 200,000 tested, under 10 active; AID 1027, 2008;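 active = luciferase activation factor, scaled between plate controls, of at least 2 with compound at 10 µM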
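Assay system: Luciferase/luciferin detection reagent, cell-free biochemical luciferase assay / Also added: ATP substrate / Schedule: 10 min at ambient temperature / Measured by: luminescence measurement of luciferase light output / Benchmarks: low control with PBS replacing ATP, high control enzyme plus ATP without compound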
APP 5UTR inh – inhibitors of APP translation via 5'UTR reporter, primary screen, APP 5'UTR luciferase, SH-SY5Y cells; SH-SY5Y APP 5'UTR-luciferase reporter, luminescence; inhibition, % at 2 µM; actives 0.82% (n = 190,000); AID 1285, 2008;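 active = inhibition above a set limit, derived from the sample mean plus 3 SD, cut at about 45% in these data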; also: values of inactives mirror those of a sister screen read the other way
* = called active by the depositor; . = no result given.

SMILES	DTT redox prof	HMGR II inh	NF-kB neuron act	STAT1 act	FLuc inhib CS	Hsp70 act	G6PDH CS	APP 5'UTR act	FLuc stim CS	APP 5UTR inh
Cc1ccc(OCC(=O)N2CCOCC2)cc1C	-0.3	0	1.1	121	3	0.2	10	1	1	-1
COc1ccc(S(=O)(=O)N2CCc3ccccc32)cc1C(=O)OCc1c(C)noc1C	1.9	-2	1.1	96	1	-0.4	-3	22	1	-22
Cc1nc(SCC(=O)NCCc2ccccc2)c2oc3ccccc3c2n1	2.4	0	0.89	95	1	-0.2	15	-1	1	1
CCOC(=O)C1(CC2CC2)CCN(Cc2cn[nH]c2-c2ccccc2)CC1	11	5	0.88	96	-5	-0.4	8	12	1.1	-12
Cc1ccc(N2CC(C(=O)Nc3nnc(SCC(=O)Nc4nc(C)cs4)s3)CC2=O)cc1 (centres undefined)	-0.3	-2	0.97	96	-9	-0.2	7	5	1.1	-5
COCCCNC(=O)CN(c1cc(Cl)ccc1OC)S(C)(=O)=O	-0.5	2	.	106	-8	0.1	14	-10	1.1	10
COc1ccc(CCC(=O)OCC(=O)Nc2ccccc2OC(F)F)cc1OC	-2.0	0	1.1	94	-6	-0.2	5	-8	1.1	8
COc1ccccc1Nc1ncc(C(=O)Nc2ccc(OC)c(OC)c2)c2ccccc12	-0.6	-2	1.5	101	-2	-0.2	-6	-9	1	9
COc1ccc(C(=O)NCCN2CCOCC2)c(OC)c1OC	1.5	5	0.88	97	-3	0.0	18	17	1	-17
O=C(Nn1cnnc1)C(Sc1ccccc1)c1ccccc1 (centres undefined)	-0.7	-10	1.2	97	-3	0.0	7	5	1	-5
O=C(c1ccc(Cl)cc1Cl)C1(n2cncn2)Oc2ccccc2C1O (centres undefined)	0.1	-4	0.9	107	-3	-0.1	2	32	1	-7
CC(C)(C)OC(=O)CC[C@@H](C(=O)N1CCN(C(=O)OC(C)(C)C)CC1)n1cc(C(CO)NC(=O)OC(C)(C)C)nn1 (some centres undefined)	0.6	-2	1	101	-9	-0.2	4	3	1.1	-3
CN1CCN(C(=S)C(=O)Nc2ccc(Br)cc2)CC1	-0.2	-4	1.3	100	0	-0.1	10	31	1	-31
CC(=O)Nc1cccc(-c2nc3ccccc3s2)c1C	-0.3	-10	1.6	109	52*	-0.3	9	-21	0.5	21
CCCCCCSc1nsc(NC(C)=O)n1	-0.1	-9	2.6	130*	-9	-0.2	12	26	1.1	-26
CCOc1ccccc1N/C=C/C(=O)C(C)(C)C	1.4	1	1.1	97	-4	1.1	5	-14	1	14
Cn1ccnc1C(=O)c1cc(SCC(=O)NCc2ccccc2)nc2ccccc12	-0.6	2	0.76	91	-5	-0.2	-7	6	1.1	-6
COc1cccc([C@@H]2Oc3ccc(OC)cc3C(=O)[C@H]2OC(=O)Nc2cc(OC)c(OC)c(OC)c2)c1	0.1	-7	1	93	-6	-0.3	17	10	1.1	-10
O=C(CCc1nc(-c2ccccc2F)no1)NC1CCCCC1	-3.0	-3	1.3	96	-1	-0.4	7	7	1	-7
COc1ccc(NS(=O)(=O)Cc2ccccc2)cc1OC	-0.2	-5	0.94	95	-6	-0.4	-5	14	1.1	-14
CC(C)OCCCNC(=O)C1CCC(CNS(=O)(=O)c2ccccc2)CC1 (centres undefined)	-0.1	-7	1.2	100	-4	0.0	1	-6	1	6
Cc1ccccc1NC(=O)CSCC(=O)Nc1ccccc1C	0.1	1	1.1	99	-2	-0.3	10	-3	1	3
CCOC(=O)c1nn(-c2ccccc2C)c(=O)c2c(N)scc12	0.2	1	1.3	91	-2	0.0	35	2	1	-2
CCn1c(CSc2nc3ccccc3s2)nc2ccccc21	-0.2	0	0.8	106	7	0.0	8	-13	0.9	13
N#CSCC(=O)c1cccc2ccccc12	-0.1	1	1.2	97	-4	-0.1	-6	-24	1	24

3 structures out of the list, ordered by SMILES length, rising:
SMILES	DTT redox prof	HMGR II inh	NF-kB neuron act	STAT1 act	FLuc inhib CS	Hsp70 act	G6PDH CS	APP 5'UTR act	FLuc stim CS	APP 5UTR inh
Cc1ccc(OCC(=O)N2CCOCC2)cc1C	-0.3	0	1.1	121	3	0.2	10	1	1	-1
CC(=O)Nc1cccc(-c2nc3ccccc3s2)c1C	-0.3	-10	1.6	109	52*	-0.3	9	-21	0.5	21
COCCCNC(=O)CN(c1cc(Cl)ccc1OC)S(C)(=O)=O	-0.5	2	.	106	-8	0.1	14	-10	1.1	10

An excerpt of these results, bar-delimited:
smiles | DTT redox prof | HMGR II inh | NF-kB neuron act | STAT1 act | FLuc inhib CS | Hsp70 act | G6PDH CS | APP 5'UTR act | FLuc stim CS | APP 5UTR inh
CCCCCCSc1nsc(NC(C)=O)n1 | -0.1 | -9 | 2.6 | 130* | -9 | -0.2 | 12 | 26 | 1.1 | -26
CCOc1ccccc1N/C=C/C(=O)C(C)(C)C | 1.4 | 1 | 1.1 | 97 | -4 | 1.1 | 5 | -14 | 1 | 14
Cn1ccnc1C(=O)c1cc(SCC(=O)NCc2ccccc2)nc2ccccc12 | -0.6 | 2 | 0.76 | 91 | -5 | -0.2 | -7 | 6 | 1.1 | -6
COc1cccc([C@@H]2Oc3ccc(OC)cc3C(=O)[C@H]2OC(=O)Nc2cc(OC)c(OC)c(OC)c2)c1 | 0.1 | -7 | 1 | 93 | -6 | -0.3 | 17 | 10 | 1.1 | -10
O=C(CCc1nc(-c2ccccc2F)no1)NC1CCCCC1 | -3.0 | -3 | 1.3 | 96 | -1 | -0.4 | 7 | 7 | 1 | -7
COc1ccc(NS(=O)(=O)Cc2ccccc2)cc1OC | -0.2 | -5 | 0.94 | 95 | -6 | -0.4 | -5 | 14 | 1.1 | -14
CC(C)OCCCNC(=O)C1CCC(CNS(=O)(=O)c2ccccc2)CC1 (centres undefined) | -0.1 | -7 | 1.2 | 100 | -4 | 0.0 | 1 | -6 | 1 | 6
Cc1ccccc1NC(=O)CSCC(=O)Nc1ccccc1C | 0.1 | 1 | 1.1 | 99 | -2 | -0.3 | 10 | -3 | 1 | 3
CCOC(=O)c1nn(-c2ccccc2C)c(=O)c2c(N)scc12 | 0.2 | 1 | 1.3 | 91 | -2 | 0.0 | 35 | 2 | 1 | -2
CCn1c(CSc2nc3ccccc3s2)nc2ccccc21 | -0.2 | 0 | 0.8 | 106 | 7 | 0.0 | 8 | -13 | 0.9 | 13
N#CSCC(=O)c1cccc2ccccc12 | -0.1 | 1 | 1.2 | 97 | -4 | -0.1 | -6 | -24 | 1 | 24

Other records:
SMILES	DTT redox prof	HMGR II inh	NF-kB neuron act	STAT1 act	FLuc inhib CS	Hsp70 act	G6PDH CS	APP 5'UTR act	FLuc stim CS	APP 5UTR inh
COc1cc(NC(=O)COC(=O)CC(C)(C)C)c(C)cc1[N+](=O)[O-]	-0.1	-1	1.2	106	-6	-0.4	4	-15	1.1	15
Cc1cc(C(=O)CSc2nc(N)cc(=O)[nH]2)c(C)n1-c1cccc(F)c1	0.5	-2	0.91	88	5	-0.6	-15	15	1	-15
N#Cc1c(NC(=O)CCC(=O)O)sc2c1CCCCC2	-0.6	-3	1.4	100	0	-0.2	6	9	1	-9
O=c1cc(CN2CCN(c3ccccn3)CC2)nc2sccn12	-2.0	-5	1.1	95	-4	0.4	19	2	1	-2
CCCNC(=O)CSc1nnc(C)s1	0.2	-6	1.4	101	4	-0.1	12	-2	1	2
Cc1cc([N+](=O)[O-])nn1CCCC(=O)N1CCN(c2ccc(F)cc2)CC1	-0.3	-4	1.1	104	-11	0.1	-6	-5	1.1	5
COc1cc(C(=O)NNC(=O)c2ccoc2C)cc(OC)c1OC	-1.2	-1	1.8	95	0	0.0	8	-2	1	2
CSc1ccc(CN2CCCC(CNC(=O)c3ccc(F)cc3)C2)cc1 (centres undefined)	0.0	-3	0.84	90	-8	-0.1	4	10	1.1	-10
Cc1c(N2C(=O)SC(CC(=O)O)C2=O)c(=O)n(-c2ccccc2)n1C (centres undefined)	-0.2	-4	1	89	-8	-0.3	8	-2	1.1	2
COc1ccc2c(CC(=O)OCC(=O)N3CCc4ccccc43)coc2c1	-3.3	5	0.99	104	-4	0.2	12	-12	1	12
CCCOc1ccc(C2C(C#N)=C(N)Oc3nc[nH]c(=O)c32)cc1OC (centres undefined)	1.4	3	1.1	105	-2	0.2	0	-3	1	3
Cc1nnc(OCC(=O)NCCC2=CCCCC2)c2ccccc12	0.5	1	0.97	97	-4	-0.4	18	-8	1	8
Cc1ccccc1NC(=O)NNC(=O)OC(C)(C)C	2.6	-5	1.1	103	-2	0.2	-1	1	1	-1
CC1CCN(CCCCOc2cccc(Br)c2)CC1	-0.1	-3	1.2	96	-2	-0.2	2	25	1	-25
COc1ccc(NS(=O)(=O)c2ccc(N/N=C(\C)c3ccncc3)c([N+](=O)[O-])c2)cc1	0.0	-1	0.61	88	1	-0.5	22	-3	1	3
O=C(CSc1nc2nc3c(cc2c(=O)n1-c1ccccc1)CCCC3)Nc1cccc2ccccc12	0.4	-4	0.66	90	-4	-0.3	-12	7	1	-7
CN1CCn2c1nc(N1CCCCC1)nc2=O	2.4	1	1	98	-16	0.2	14	-5	1.2	5
CCN(CC)C(=O)CN(c1cccc(C(F)(F)F)c1)S(C)(=O)=O	0.3	0	1.1	97	-4	-0.4	2	4	1	-4
CC1(C)Cc2c(sc(/N=C/N3CCCC3)c2C#N)C(C)(C)N1	1.6	1	0.99	100	-6	0.0	0	-5	1.1	5
COC(=O)C1=CN(CC2CCCO2)C=C(C(=O)OC)C1c1cccc(O)c1 (centres undefined)	0.1	-7	0.99	102	-5	-0.2	7	-4	1	4
O=c1[nH]ncn1-c1ccccc1C(F)(F)F	1.5	-4	0.96	93	-6	-0.1	-20	-3	1.1	3
COc1ccc(OC(=O)CCc2c[nH]c3ccccc23)cc1	-1.3	-2	1.2	98	-2	-0.3	17	27	1	-27
Cn1c(=S)[nH]c2[nH]c(=O)cnc2c1=O	-1.1	-7	1.1	96	-1	-0.2	4	-1	1	1
CCOc1ccc(C2CC(c3ccc(CC)cc3)Nc3nc(N)nn32)cc1 (centres undefined)	-0.7	2	0.78	110	-4	-0.1	-2	10	1	-10
COc1cccc(N=C2SC(CC(=O)Nc3ccccc3)C(=O)N2Cc2ccccn2)c1 (centres undefined)	0.4	2	1.2	102	1	-0.1	1	1	1	-1
Cc1cccc(NC(=O)c2cc([N+](=O)[O-])ccc2N2CCN(C)CC2)c1	6.6	-1	0.95	108	-6	0.1	-3	4	1.1	-4
O=C(CN(C1CCCCC1)S(=O)(=O)c1ccc(Cl)cc1)NCc1ccncc1	-3.2	-3	1.1	95	-11	-0.2	6	-3	1.1	3
Cc1cc(NC(=O)c2cc(S(=O)(=O)N3CCCCC3)ccc2C)n(-c2ccccn2)n1	2.0	0	0.62	94	-3	0.2	5	13	1	-13
COC(=O)c1ccc(Oc2cc(C)nc(SC)n2)cc1	1.8	-3	1.1	104	-1	-0.3	8	-86	1	86*
